NPC1 prom act – activates the NPC1 promoter; Huh7 NPC1 promoter luciferase reporter, 24 h; Potency, µM (highest dose often 9.22 µM), for the others: at the top dose activation, usual class: activators; 320,000 compounds, 2.4% hits; AID 485313;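 also: potency is read from the fitted curve at half-maximal effect; % of control where 0% means no effect; nearly all actives have a fitted effect of over 60% in size; reporter is driven by a mutant NPC1 promoter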
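Luminescence from an NPC1 promoter-driven luciferase reporter in stably transfected Huh7 cells was measured after 24 h compound treatment at 37 °C, followed by 10 min ambient incubation with luciferase detection reagent.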
RORgamma inh – inhibitors of mouse ROR gamma transcriptional activity; P51450; Drosophila S2 Gal4-RORgamma UAS-luciferase reporter, 20 h; Potency, µM (doses to about 53.6 µM), without a hit: at the highest dose activity change, negative = inhibition, most hits filed as inhibitors; 310,000 compounds, 5.4% hits; AID 2551; also: potency is read from the fitted curve at half-maximal effect; % is scaled to controls: 0 for no effect and ±100 for the full control effect; nearly all actives have a fitted effect of over 60% in size
Target sequence (P51450 whole entry, looked up, the tested form may be a part): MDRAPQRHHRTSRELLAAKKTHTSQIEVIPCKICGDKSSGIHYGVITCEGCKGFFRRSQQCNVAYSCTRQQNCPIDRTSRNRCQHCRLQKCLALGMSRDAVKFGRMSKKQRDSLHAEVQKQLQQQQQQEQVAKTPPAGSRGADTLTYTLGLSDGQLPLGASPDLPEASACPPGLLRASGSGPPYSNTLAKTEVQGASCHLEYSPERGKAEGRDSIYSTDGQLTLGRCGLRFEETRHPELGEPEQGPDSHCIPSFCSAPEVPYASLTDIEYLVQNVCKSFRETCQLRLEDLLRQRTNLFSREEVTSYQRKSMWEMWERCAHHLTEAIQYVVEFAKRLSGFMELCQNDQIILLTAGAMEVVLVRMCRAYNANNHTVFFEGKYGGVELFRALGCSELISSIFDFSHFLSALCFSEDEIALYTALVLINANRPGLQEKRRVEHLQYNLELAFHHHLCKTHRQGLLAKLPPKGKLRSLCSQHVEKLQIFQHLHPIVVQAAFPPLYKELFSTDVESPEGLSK
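Stably transfected Drosophila Schneider cells are the test system, with ROR gamma fused to Gal4 and luciferase under UAS control; luminescence is read after 20 hr of 700 uM copper sulfate induction at ambient temperature.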
VP16 counter – Gal4-VP16 reporter inhibition counter-screen; Drosophila S2 Gal4-VP16 UAS-luciferase, luminescence, 20 h; Potency, µM (highest dose often 53.6 µM), inactives show at the highest dose activity, negative = inhibition, usual class: inhibitors; 310,000 compounds, 3.5% hits; AID 2546;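 also: Gal4-VP16 expression switched on by copper sulfate through the metallothionein promoter; potency is read from the fitted curve at half-maximal effect; % is scaled to controls: 0 for no effect and ±100 for the full control effect; nearly all actives have a fitted effect of over 50% in size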
PKM2 activator – PKM2 (human) enzyme activation | P14618 | AID 1631 | Potency, µM (highest dose often 57.5 µM), for the others: at the top dose activation, actives largely listed as activators | purified PKM2, Kinase-Glo ATP luminescence, activation; response scale: 0% is enzyme alone, no compound | 260,000 compounds, 0.34% hits; also: potency is read from the fitted curve at half-maximal effect; % is scaled to controls: 0 for no effect and ±100 for the full control effect; nearly all actives have a fitted effect of over 55% in size
Target sequence (P14618 whole entry, looked up): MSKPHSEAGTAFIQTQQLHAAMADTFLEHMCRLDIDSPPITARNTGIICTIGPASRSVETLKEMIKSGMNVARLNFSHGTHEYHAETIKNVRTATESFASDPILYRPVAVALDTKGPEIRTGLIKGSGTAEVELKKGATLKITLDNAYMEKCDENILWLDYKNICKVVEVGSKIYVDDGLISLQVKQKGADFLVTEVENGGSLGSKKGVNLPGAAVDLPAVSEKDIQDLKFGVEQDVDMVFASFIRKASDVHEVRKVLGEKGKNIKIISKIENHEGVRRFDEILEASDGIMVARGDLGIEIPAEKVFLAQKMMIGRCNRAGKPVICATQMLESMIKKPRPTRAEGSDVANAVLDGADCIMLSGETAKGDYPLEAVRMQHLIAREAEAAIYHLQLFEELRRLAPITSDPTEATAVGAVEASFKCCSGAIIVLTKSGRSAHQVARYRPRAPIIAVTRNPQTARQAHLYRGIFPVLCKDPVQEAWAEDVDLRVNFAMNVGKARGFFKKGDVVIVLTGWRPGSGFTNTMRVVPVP
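ATP formation by purified human PK-M2, quantified via coupled luciferase luminescence after 1 h at room temperature with 0.1 mM ADP and 0.5 mM PEP final.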
Mito fusion yeast – mitochondrial division inhibition or fusion activation. S. cerevisiae fusion-defective mutant growth rescue, CellTiterGlo 48 h. Potency, µM (titrated, usually from 46.1 µM), inactives show top-dose growth rescue (activation), actives largely listed as activators. 320,000 compounds, 0.23% hits. AID 485298;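 also: potency is read from the fitted curve at half-maximal effect; % of control where 0% means no effect; nearly all actives have a fitted effect of over 45% in size; temperature-sensitive fusion mutants such as fzo1-1 at 37 °C on non-fermentable ethanol glycerol medium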
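Temperature-sensitive fusion-defective S. cerevisiae (e.g. fzo1-1, mgm1-5) were grown with compound in YPEG medium (3% ethanol, 3% glycerol) for 48 hours at 37C. Growth rescue was measured as viability by CellTiterGlo luminescence after 10 minutes at ambient.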
MBNL1-CUG inh – MBNL1-poly(CUG) RNA binding inhibition. AID 2675. Potency, µM (top dose mostly 57.5 µM), for the others: at the top dose activity change, negative = inhibition, actives largely listed as inhibitors. Q9NR56. 280,000 compounds, 0.036% hits. TR-FRET MBNL1-His/biotin-(CUG)12 binding, 665/545 ratio; active = well fitted inhibition curve with a large enough effect in the signal ratio, with a control signal flat, not every such curve was filed as active; inconclusive = small, poorly fitted or top-dose-only effect, or effect the other way, or a change in a side signal; inactive = no such curve, though single readings can be large or run the other way; the % refers to the signal ratio; also: potency is read from the fitted curve at half-maximal effect; % is scaled to controls: 0 for no effect and ±100 for the full control effect
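TR-FRET between His-tagged MBNL1 and biotin-(CUG)12 RNA, detected with Tb anti-His antibody (0.055 ng/ul) and streptavidin-XL665 (5 nM), 60 min at room temperature. Compounds titrated 92 nM to 58 uM; 665/545 nm ratio normalized to buffer and complex controls.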
FLuc counter – firefly luciferase modulation, counter-screen for miR-21 project. 360,000 compounds, 6.9% hits. P08659. Potency, µM (titrated, usually from 57.5 µM), inactives show at the top dose activity change, negative = inhibition, usual class: inhibitors. AID 588342. purified FLuc, Km substrates, luminescence inhibition;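 also: potency is read from the fitted curve at half-maximal effect; plate controls were vehicle for no effect and reference inhibitor for full effect; nearly all actives have a fitted effect of over 55% in size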
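Biochemical qHTS of compounds, final roughly 60 µM downward over six points, against 10 nM purified firefly luciferase using Km concentrations of substrates (10 uM D-luciferin, 10 uM ATP) in Tris acetate pH 7.5 buffer; luminescence output.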
ELG1 repair inh – ELG1-dependent DNA repair inhibition; HEK293T ELG1-luciferase reporter, luminescence, 16 h; DNA damage induced by 5-fluorouridine; Potency, µM (titrated, usually from 46.1 µM), inactives show at the top dose activity change, negative = inhibition, most hits filed as inhibitors; 330,000 compounds, 2.3% hits; AID 504467; also: potency is read from the fitted curve at half-maximal effect; % is scaled to controls: 0 for no effect and ±100 for the full control effect; nearly all actives have a fitted effect of over 55% in size
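HEK293T cells expressing luciferase-tagged ELG1 (2,000/well) received 5-Fluorouridine plus compound or DMSO for 16 hr at 37 °C. Luciferase was read by ONE-Glo luminescence after 30 min at room temperature.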
KCNH2 3.1 block – KCNH2 3.1 (human) potassium channel inhibition; U2OS KCNH2 3.1, thallium flux FluxOr; hits give low values; activity change, % (tested at about 1.8 µM); 340,000 compounds, 0.95% hits; AID 720553;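 active = maximum activity change below -70%; inconclusive = maximum activity change from -70% to -50%; inactive = maximum activity change above -50%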;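 also: thallium influx rate constant from kinetic fluorescence after stimulation buffer; % is scaled to controls: 0 for no effect and ±100 for the full control effect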
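Kinetic fluorescence (2 min after stimulation buffer) measures Tl+ influx through KCNH2 3.1 expressed by viral transduction in U2OS cells; the rate constant is normalized against DMSO controls serving as positive and negative references.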
Menin MLL FP TR – inhibitors of human menin-MLL interaction, mutant MLL peptide; O00255; Menin + Texas Red MLL mutant peptide, fluorescence polarization; Potency, µM (titrated, usually from 61.6 µM), inactives show top-dose FP activity change, negative = inhibition, usual class: inhibitors; 270,000 compounds, 0.23% hits; AID 1768; active = well fitted inhibition curve with a large enough effect in the polarisation, with a control signal flat, not every such curve was filed as active; inconclusive = small, poorly fitted or top-dose-only effect, or effect the other way, or a change in a side signal; inactive = no such curve, though single readings can be large or run the other way; the % refers to the polarisation; also: potency is read from the fitted curve at half-maximal effect; % of control where 0% means no effect; many of its hits are not listed in these tables
Rab9 prom act – activates the Rab9 promoter; Huh7 Rab9 promoter-luciferase reporter, luminescence, 24 h; Potency, µM (series often up to 9.22 µM), inactives show at the highest dose activation, negative = inhibition, hits mostly activators; 320,000 compounds, 2.8% hits; AID 485297; also: potency is read from the fitted curve at half-maximal effect; % of control where 0% means no effect; nearly all actives have a fitted effect of over 60% in size
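Cell-based reporter: Huh7 stable for Rab9 promoter-driven luciferase, plated in reduced-serum medium with 10% FBS at 1500 cells/well, compound-treated 24 h at 37 °C, luminescence read after 10 min reagent.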
An asterisk follows results filed as active; ? = inconclusive; . = not tested or not shown; & = joins results of further samples; [ ] = another dose, or the depositor's remark. Unless noted, calls follow the shape of the dose curve; as a rule, active = well fitted curve in the direction sought with a large enough effect; inconclusive = small, poorly fitted or top-dose-only effect, or another doubt; inactive = no such curve, though single readings can be large; an effect the other way counts as inactive or inconclusive. A portion of the library; count on the stated rates, not on these rows.

SMILES	NPC1 prom act	RORgamma inh	VP16 counter	PKM2 activator	Mito fusion yeast	MBNL1-CUG inh	FLuc counter	ELG1 repair inh	KCNH2 3.1 block	Menin MLL FP TR	Rab9 prom act
CCOc1ccc(C2C(C#N)=C(C)NC3=C2C(=O)c2ccccc23)cc1 (stereo unspecified)	-1%	-2%	-17%	2%	8%	14%	-13%	?	7	-3%	-1%
Cc1onc(-c2ccccc2)c1C(=O)NCCc1ccc(S(N)(=O)=O)cc1	0%	-20%	0%	-5%	5%	-2%	-2%	-5%	-16	?	14%
CCSc1ccccc1C(=O)Nc1nncs1	7%	-40%	-24%[0.365 µM]	-16%	0%	3%	17%	6%	12	-16%	5%
C=CCNC(=O)CSc1nc2cc(C(=O)OCC)ccc2n1CC	-2%	21%	1%	-10%	-1%	7%	1%	2%	4	3%	-7%
Cc1ccc(NC(=O)CCS(=O)(=O)c2ccccc2)cc1S(=O)(=O)N1CCCCCC1	-1%	.	.	.	1%	.	-3%	?	-11	.	-3%
C=CCn1c(-c2cccn(Cc3ccc(Cl)cc3Cl)c2=O)n[nH]c1=S	-4%	2.5µM*	10µM*	17%	-1%	-1%	3%	-15%	-2	9%	1%
Cc1ccc(NC(=S)N(Cc2ccccc2)Cc2cccs2)c(C)c1	-5%	7.1µM*	?	-2%	?	-1%	-12%	8%	9	?	-2%
COc1ccc(NC(=O)c2c(Nc3ccccc3)sc(C(=O)c3ccc(F)cc3)c2N)cc1	-22%	-120%	13µM*	-1%	1%	21%	3%	?	-1	.	-30%[inhibitor]
COc1cc(OC)cc(C(=O)Nc2ccc(-c3nc4ccccc4o3)cc2)c1	-3%	7%	3%	-1%	-2%	12%	-10%	?	-112*	?	-2%
CCN(C(=O)C1CCCO1)c1ccccc1 (stereo unspecified)	1%	-18%	-13%	1%[11.5 µM]	-2%	-5%	5%	-8%	1	2%	-1%
CC(Oc1ccccc1F)C(=O)NN (stereo unspecified)	1%	-3%	2%	-1%	-3%	-7%	1%	-4%	5	2%	-2%
Cn1c(=O)n(C)c2cc(S(=O)(=O)Nc3ccc(F)cc3)ccc21	-5%	?	?	23%	3%	-9%	3%	-1%	7	10%	1%
COc1cc(/C=C(\C#N)C(=O)N2CCOCC2)cc(Br)c1O	0%	9%	-2%	8%	13%	12%	2%	7%	-1	-14%	-6%
Cc1ccc(-n2c3c(c(=O)[nH]c2=O)C(NS(=O)(=O)c2ccc(C)cc2)(C(F)(F)F)C(=O)N3)cc1 (stereo unspecified)	-5%	-12%	-13%	-2%	-2%	7%	-2%&1%	-5%	1	-28%	1%
CCOC(=O)c1ccc(NC(=S)NC(=O)c2cncc(Br)c2)cc1	-5%	2.2µM*	?	.	-5%	-3%	0%	23%	9	27%	0%
COc1ccc(NC(=O)c2cccc(NS(=O)(=O)c3ccccc3)c2)cc1	-1%	-12%[1.91 µM]	17%	3%	4%	-1%	-19%	-13%	-9	12%	-1%
Cc1cc(C)n2ncc(/C(N)=N/OC(=O)c3ccccc3F)c2n1	?	?	?	-13%	0%	.	12µM*	?	1	.	?
CCOC(=O)Nc1ccc2c(c1)OCO2	?	6%	17%	-1%	-4%	0%	?	?	-12	14%	?
Cc1ccc(C(=O)NNC(=O)c2ccco2)cc1	?	0%	-9%	-6%	-1%	-7%	17µM*	?	4	-6%	?
Cc1cnn(C(=O)Cn2nc(C(F)F)c(Br)c2C)c1	-3%	.	.	.	-6%	.	0%	18%	9	.	-2%
CC/C(=N/Nc1cccc(C)c1)c1cnnc(SC)n1	-1%	11%	-22%	7%	-4%	?	4%	-8%	-18	7%	2%
c1ccc(-c2noc(CN3CCc4sccc4C3)n2)cc1	-2%	26%	-19%	0%	5%	-2%	?	?	-15	11%	29%
COc1ccc(C(CNC(=O)c2ccc(S(=O)(=O)N(C)C)cc2)N2CCCCC2)cc1 (stereo unspecified)	-12%	8%	5%	4%	-4%	-1%	0%	-2%	3	3%	-1%
Cc1nnc(NC(=O)CSc2nc(C3CCCCC3)nc3ccccc23)s1	-2%	-5%	-7%	-5%	-1%	-6%	3%	10%	-1	15%	2%
Cc1ccc(-n2nc3ccc(N)cc3n2)cc1Cl	?	-36%	-12%	.	3%	9%	0.67µM*	?	-16	?	?
Cc1cc(C)c2c(=O)[nH]c(SCC(=O)c3ccc(C)c(C)c3)nc2n1	6%	?	?	8%	-6%	?	?	-6%	-19	-2%	-2%
CCCOc1c(OC)cccc1C1CC(=O)Nc2cc3c(cc21)OCCO3 (stereo unspecified)	-2%	27%	-15%	5%	3%	4%	-1%	-15%	4	-14%	5%
COC(=O)c1ccc([C@H]2CC(=O)O2)cc1	-17%	?	-4%	-1%	0%	1%	-1%	14%	-5	24%	-13%
Cc1nc2ccc([N+](=O)[O-])cc2c(=O)n1Cc1ccc(F)cc1	-5%	?	6%	0%[11.5 µM]	7%	?	0%	-7%	5	8%	-3%
CC(NC(=O)c1ccco1)C(c1cccs1)N1CCOCC1 (stereo unspecified)	-4%	8%	0%	10%	2%	-9%	7%	4%	1	-1%	-4%
CCCOc1ccc(OCCSc2ncccn2)cc1	3.2µM*	12%	5%	0%	0%	5%	6.7µM*	?	-4	-3%	4µM*
O=C(OCC(=O)N1CCN(C(=O)c2ccco2)CC1)c1cccc(F)c1	1%	.	.	.	4%	.	-14%	?	-14	.	2%
COc1ccc(/C=C/C(=O)N2CCN(S(=O)(=O)/C=C/c3ccccc3)CC2)cc1OC	-1%	1%[10 µM]	-7%	3%	-4%	.	1%	10%	14	?	1%
Cc1oc(-c2cccc(Cl)c2)nc1CN1CCC(C(=O)NCCCN2CC(C)CC(C)C2)CC1 (stereo unspecified)	-13%	-3%	2%	.	0%	2%	0%	?	-5	.	1%
COc1ccc2cc(Br)ccc2c1CC(=O)NCC1CCCO1 (stereo unspecified)	-6%	2%	25%	0%	2%	71%[activator]	0%	?	-4	3%	-5%
O=C(NCc1ccco1)C1CCN(S(=O)(=O)c2cccc([N+](=O)[O-])c2)CC1	0%	-1%	-3%	.	3%	?	0%	0%	-9	5%	0%
O=[N+]([O-])c1cccc(S(=O)(=O)NCCCN2CCOCC2)c1	-1%	-5%	-5%	8%	-6%	.	-2%	5%	4	-3%	-4%
Cc1cc(SCC(=O)Nc2ccccc2C)nc(C)n1	-4%	-21%	-2%	0%	0%	-6%	-2%	1%	0	0%	-13%
O=C(NCCS(=O)(=O)N1CCc2ccccc2C1)c1ccccc1	4%	.	.	.	1%	.	2%	4%	3	.	-3%

Individual results from the results shown.
Cc1cc(SCC(=O)Nc2ccccc2C)nc(C)n1 @ MBNL1-CUG inh = -6%
CCCOc1ccc(OCCSc2ncccn2)cc1 @ FLuc counter = 6.7µM*

Arranged by the number under PKM2 activator (low to high): 5 of the compounds above.
molecule | NPC1 prom act | RORgamma inh | PKM2 activator | Menin MLL FP TR | Rab9 prom act
Cc1cc(C)n2ncc(/C(N)=N/OC(=O)c3ccccc3F)c2n1 | ? | ? | -13% | . | ?
CCOc1ccc(C2C(C#N)=C(C)NC3=C2C(=O)c2ccccc23)cc1 (stereo unspecified) | -1% | -2% | 2% | -3% | -1%
COc1ccc(NC(=O)c2cccc(NS(=O)(=O)c3ccccc3)c2)cc1 | -1% | -12%[1.91 µM] | 3% | 12% | -1%
COc1cc(/C=C(\C#N)C(=O)N2CCOCC2)cc(Br)c1O | 0% | 9% | 8% | -14% | -6%
C=CCn1c(-c2cccn(Cc3ccc(Cl)cc3Cl)c2=O)n[nH]c1=S | -4% | 2.5µM* | 17% | 9% | 1%
